DAX1 inh-1: DAX1 (NR0B1) inhibitors on StAR promoter, primary screen, cell-based, luminescence, SF-1 (NR5A1), full-length DAX-1. 1.1% of 370,000 active. HEK293T StAR-luciferase reporter, SF-1/DAX-1 repression relief. AID 652010, 2013. inhibition, % at 6.8 µM;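 active = inhibition above the mean over all tested compounds plus 3 SD, cut at about 3.6% in these data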;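 also: 0% = DAX-1 cells with DMSO and 100% = cells lacking DAX-1 with DMSO; higher inhibition means more luminescence from relief of DAX-1 repression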
hcDAF12 agonist: H. contortus DAF-12 nuclear receptor activators, primary screen, cell-based, luminescence, HEK293, lit1-tk-luc reporter | HEK293 hcDAF-12 lit1-tk-luc reporter; 0% DMSO, 100% Δ7-dafachronic acid | activation, % at 6.8 µM | 1.4% of 370,000 active | AID 652067, 2013;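 active = activation above the mean of all tested compounds plus 3 SD, cut at about 5.5% in these data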;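 also: 100% = response to 3 µM Δ7-dafachronic acid high control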
ssDAF-12 act: S. stercoralis DAF-12 nuclear receptor activators, primary screen, cell-based, luminescence, HEK293, GRIP1 co-expression, lit1-tk-luc | HEK293 ssDAF-12/GRIP1 lit1-tk-luc reporter; % of 3 µM dafachronic acid response | activation, % at 6.8 µM | 1% of 370,000 active;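 active = activation above the mean over all tested compounds plus 3 SD, cut at about 0.9% in these data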;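 also: 0% = DMSO-only wells and 100% = 3 µM delta7-dafachronic acid wells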
SMARCA2 activ: SMARCA2 (BRM) function activators, primary screen, cell-based, luminescence, high throughput. AID 652017, 2013. MG213 cells, MMTV-luciferase reporter, dexamethasone, overnight. 1% of 370,000 active. activation, % at 9.1 µM; in the data active = activation above about 7.8%;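 also: 0% = vehicle wells and 100% = reference activator wells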
hgDAF12 agonist: H. glycines DAF-12 receptor agonists, primary screen, cell-based, luminescence, HEK293, GAL4 fusion, UAS-luciferase | Nuclear hormone receptor DAF-12 (Heterodera glycines), GAL4 fusion | HEK293 GAL4-hgDAF12 UAS-luciferase reporter, agonist luminescence; normalized to butyrate control | activation, % at 6.8 µM | 1.8% of 370,000 active | AID 687014, 2013;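 active = activation above a cutoff set at the mean of all screened compounds plus 3 SD, cut at about 10% in these data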;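 also: 0% = DMSO wells and 100% = sodium butyrate wells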
PLC-beta3 inh: human PLC-beta3 inhibitors, primary screen, biochemical, fluorescence. 1-phosphatidylinositol 4,5-bisphosphate phosphodiesterase beta-3 (Homo sapiens), Q01970. Purified PLC-beta3, fluorogenic substrate. inhibition, % at 12.2 µM. 0.18% of 370,000 active. AID 720704, 2013; in the data active = inhibition above about 11%;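 also: 0% = median of compound wells on plate and 100% = full blocker control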
Target sequence (Q01970 whole entry, looked up): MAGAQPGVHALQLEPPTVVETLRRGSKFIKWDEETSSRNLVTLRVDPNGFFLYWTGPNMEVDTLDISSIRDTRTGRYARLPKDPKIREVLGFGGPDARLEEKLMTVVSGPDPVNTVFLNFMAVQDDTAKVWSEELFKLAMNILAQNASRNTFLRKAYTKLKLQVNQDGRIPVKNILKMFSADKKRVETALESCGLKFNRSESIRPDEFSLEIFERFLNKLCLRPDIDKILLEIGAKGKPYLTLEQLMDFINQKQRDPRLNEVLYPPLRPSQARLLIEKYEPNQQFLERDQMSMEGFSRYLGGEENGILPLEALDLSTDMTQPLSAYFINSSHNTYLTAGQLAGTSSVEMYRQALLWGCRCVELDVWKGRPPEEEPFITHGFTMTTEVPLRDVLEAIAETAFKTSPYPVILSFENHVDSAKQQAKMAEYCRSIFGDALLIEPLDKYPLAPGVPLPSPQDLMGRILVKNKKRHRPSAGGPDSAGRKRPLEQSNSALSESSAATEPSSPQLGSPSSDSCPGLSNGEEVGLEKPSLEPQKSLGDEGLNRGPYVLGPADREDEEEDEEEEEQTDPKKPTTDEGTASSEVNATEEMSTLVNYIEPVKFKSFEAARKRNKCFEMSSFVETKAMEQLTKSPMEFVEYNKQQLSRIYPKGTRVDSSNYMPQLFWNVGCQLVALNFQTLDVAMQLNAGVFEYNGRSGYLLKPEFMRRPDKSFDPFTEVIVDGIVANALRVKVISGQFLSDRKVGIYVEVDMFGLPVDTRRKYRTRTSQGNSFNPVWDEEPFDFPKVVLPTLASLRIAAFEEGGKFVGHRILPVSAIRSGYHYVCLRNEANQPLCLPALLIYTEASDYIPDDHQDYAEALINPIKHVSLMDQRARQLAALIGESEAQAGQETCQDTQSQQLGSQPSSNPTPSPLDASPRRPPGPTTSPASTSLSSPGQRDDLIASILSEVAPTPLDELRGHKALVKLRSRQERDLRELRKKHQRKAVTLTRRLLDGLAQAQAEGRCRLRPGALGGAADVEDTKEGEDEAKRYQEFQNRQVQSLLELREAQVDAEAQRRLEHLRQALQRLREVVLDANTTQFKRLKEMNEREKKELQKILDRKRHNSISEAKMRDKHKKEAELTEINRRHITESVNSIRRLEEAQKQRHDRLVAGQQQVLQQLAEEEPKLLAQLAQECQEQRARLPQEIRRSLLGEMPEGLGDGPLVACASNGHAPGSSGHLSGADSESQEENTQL
GAA850 FXN act: FXN promoter activators, primary screen, cell-based, luciferase luminescence, HEK293 lucGAA850; AID 540364, 2011; HEK293 lucGAA850 FXN promoter luciferase reporter, 24 h; percent of 10 µM SAHA response; activation, % at 6 µM; 0.56% of 360,000 active;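 active = activation above the average of all compounds screened plus 3 SD, cutoff fixed separately per campaign, cut at about 7.5% in these data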;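 also: 0% = DMSO wells and 100% = 10 µM SAHA wells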
DAX1 inh-2: DAX1 (NR0B1) inhibitors, primary screen, cell-based, HEK293, Gal4-DAX1, luciferase luminescence | Nuclear receptor subfamily 0 group B member 1 (Homo sapiens), P51843 | HEK293 Gal4-DAX1 luciferase reporter | inhibition, % at 6.75 µM | 0.99% of 340,000 active | AID 504766, 2011;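 active = inhibition above the mean over all tested compounds plus 3 SD, cut at about 4.2% in these data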;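 also: 0% = DAX1-transfected cells with DMSO and 100% = empty-vector control cells with DMSO; inhibition shows as a rise in luminescence from relieved DAX1 repression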
Rev-erbA mod: modulators of Rev-erb alpha DNA binding, primary screen, biochemical, FITC-DNA, fluorescence polarization, uHTS | Rev-erbα–FITC-DNA binding, 90 min | activity, % at 10 µM | 0.79% of 370,000 active;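 active = activity above about 14%, limit read from the data; passing the limit was not always enough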;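 also: 0% = DMSO wells with 35 nM protein and 100% = DMSO wells with 750 nM protein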
PG9 Ab binder: binders of HIV-1 gp120 antibody PG9, primary screen, biochemical, TR-FRET. AID 624416, 2012. 0.43% of 360,000 active. inhibition, % at 6.7 µM. HIV-1 gp120 / PG9 antibody interaction. TR-FRET gp120-PG9 antibody binding; in the data active = inhibition above about 8.5%
HGIII-sPLA2 inh: human group III sPLA2 inhibitors, primary screen, biochemical, QFRET, BODIPY PC-A2 liposome substrate. 0.56% of 370,000 active. inhibition, % at 12.2 µM. QFRET BODIPY PC-A2 liposome hydrolysis, fluorescence;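 active = inhibition above mean plus 3 SD of compounds lying within the high and low control bounds, cut at about 19% in these data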;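 also: 0% = median of test compound wells and 100% = no enzyme DMSO wells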
Active calls of the source: *; . = no result given. No enrichment for hits; overall some 7% were active at least once.

smiles	DAX1 inh-1	hgDAF12 agonist	ssDAF-12 act	PLC-beta3 inh	SMARCA2 activ	Rev-erbA mod	GAA850 FXN act	DAX1 inh-2	hcDAF12 agonist	HGIII-sPLA2 inh	PG9 Ab binder
CC(CCCC(C)(C)O)NCCO (stereo unspecified)	0.5	-1.5	-0.5	0	-1	-4	-4.4	1.5	-0.1	-2	-0.1
CCC(=O)Nc1nnc(S(=O)(=O)N2CCCc3ccccc32)s1	-0.2	0.4	-1.6	-3	-3	1	-0.4	-0.6	1.5	-7	0.9
Cc1nnc(NC(=O)c2nn(CC(C)C)c(=O)c3ccccc23)s1	-1.5	-1.3	-1.7	4	2	-1	1.1	-0.6	0.6	-2	-2.0
COc1ccc(S[C@]2(C(=O)NC3CC3)CC(=O)N[C@@H]2c2ccc(OC)cc2)cc1	-0.1	3.0	-1.0	-2	-2	3	.	.	0.3	11	.
CCOC(=O)CC[C@H]1CC[C@]2(CCCN(C(=O)c3ccno3)C2)O1	-0.3	-1.5	-0.8	-3	-2	3	.	.	-1.1	9	.
O=C(NC(=S)NNC(=O)c1cnccn1)c1ccc(Cl)cc1	-0.1	0.4	0.6	-3	-2	3	2.6	0.7	1.9	3	-2.6
CCc1cccc(CC)c1NC(=O)CN1CCN(S(=O)(=O)c2ccccc2)CC1	1.8	0.9	0.3	-1	0	-7	0.3	0.3	-1.1	-10	0.9
C[C@@H]1CN([C@H](C)CO)S(=O)(=O)c2ccc(C#Cc3ccccc3)cc2O[C@H]1CN(C)C(=O)Nc1ccc2c(c1)OCO2	-1.8	-1.9	-1.5	-19	-3	-3	-5.4	-1.4	-4.6	-18	-3.3
CCC(=O)Nc1cc(C(=O)O)ccc1Sc1ccccc1	0.0	-0.4	-1.0	-2	-2	5	1.0	1.0	-0.4	-5	-1.1
CNC[C@H]1Oc2ccc(NC(=O)Nc3ccccc3)cc2CC(=O)N([C@H](C)CO)C[C@H]1C	0.5	0.8	-1.2	1	0	0	0.7	-0.3	-0.4	-9	1.0
Cc1ccc(NC(=O)CN(C)C(=O)COc2ccc(Br)cc2)cc1	0.2	-2.7	-0.9	7	-3	-3	0.3	0.6	-2.4	-8	0.1
S=c1[nH]nc(-c2cccnc2)n1/N=C/c1cccs1	-0.5	-0.6	-1.4	-1	1	-2	-0.2	-0.8	0.4	10	-0.4
CC1=C(C(=O)OC(C)C)C(c2cccc([N+](=O)[O-])c2)n2c(cc(=O)[nH]c2=S)N1 (stereo unspecified)	-0.6	-3.8	-1.2	3	-4	-1	0.5	1.2	-1.2	9	-0.9
C=CCN1[C@H](CC(C)C)COc2cccc(N3CCCC3)c2S1(=O)=O	-1.9	1.6	-1.9	-11	-1	6	.	.	1.3	10	.
CCn1cnc2c1c(=O)n(CC(=O)Nc1ccc(C(N)=O)cc1)c(=O)n2Cc1ccccc1	-0.1	3.1	-0.8	-11	-3	-2	1.0	2.4	-0.6	-3	1.0
COc1cc(CN2C(=O)C(C)ON=C2c2ncccc2C)cc(OC)c1 (stereo unspecified)	-0.2	-0.9	-0.9	1	-2	0	0.0	.	0.5	5	0.5
O=C(N/N=C/c1cccc(O)c1)c1ccc(COc2cccc3cccnc23)cc1	-0.2	1.4	-0.9	-28	-2	-6	1.4	-0.8	1.9	3	3.3
CC(=O)Nc1ccccc1C(=O)C(=O)Nc1ccc(C(=O)NCC2CCCO2)cc1 (stereo unspecified)	0.9	-1.8	-1.0	3	-4	-5	0.7	-1.6	-0.2	3	1.4
CCOC(=O)N1CCC(NC(=O)c2ccc(CS(=O)(=O)c3ccc(OC)cc3)o2)CC1	0.8	7.1	-2.0	2	-2	3	-0.7	2.6	-1.4	-2	-1.6
COCC1CCN(Cc2cn[nH]c2-c2cc3ccccc3o2)C1 (stereo unspecified)	-0.2	2.0	-0.3	-5	5	-1	0.5	1.1	-1.0	2	-2.3
COc1ccc(N2CCN(C(=O)CN(c3cccc(OC)c3)S(=O)(=O)c3ccccc3)CC2)cc1	0.1	-3.5	-1.1	-5	-1	-1	-0.5	0.9	-1.9	-3	0.3
O=C(CS(=O)(=O)c1ccccc1)NCc1ccco1	-0.1	-1.1	-1.5	-10	-3	-5	-2.8	-0.4	0.3	0	-0.3
CCOC(=O)C1CCCN(C(=O)c2cc(-c3ccccc3)on2)C1 (stereo unspecified)	0.1	-0.9	-1.9	1	0	3	-2.1	-1.0	0.7	-5	-0.6
c1ccc(-c2onc(-c3ccco3)c2-c2ccc3[nH]ccc3c2)cc1	-0.8	2.9	-1.1	-7	1	-7	0.2	-0.5	-0.1	-4	0.0
CN(CCC#N)C(=O)COC(=O)c1ccccc1C(=O)c1ccc(Cl)c([N+](=O)[O-])c1	-0.2	1.9	-0.5	1	9.5*	1	2.4	-0.9	-0.4	-4	-1.0
CSCCC(NC(=O)c1cncc(Br)c1)C(=O)O (stereo unspecified)	0.5	-1.9	0.9	2	2	4	-1.8	1.3	-0.1	7	0.6
Cc1cc(CNC(=O)C2(C(F)(F)F)CC(CCCO)CCCO2)nn1C (stereo unspecified)	-0.4	-1.7	-1.6	2	-1	-3	1.2	0.6	0.2	10	-1.6
COc1ccc(N2C(=O)CCC(C(=O)O)C2c2ccc(OC)c(OC)c2)cc1 (stereo unspecified)	1.4	1.9	-1.8	1	5	0	-2.4	0.7	-1.7	0	-1.5
O=C(NC(=O)N1CCCCCC1)c1ccccc1	0.2	1.4	-1.1	-5	-1	-13	2.3	-0.6	1.6	4	-0.7
O=C(NCc1cccs1)c1ccc2sc(COCCO)nc2c1	1.6	2.1	-0.6	-1	0	6	0.0	.	1.4	2	-1.1
CCOc1cc(/C=C(/C#N)c2ccc(F)cc2)ccc1OCc1ccc(C(=O)O)o1	0.4	1.1	-0.8	-24	0	-11	2.5	0.2	2.3	-37	-1.9
CCCn1c(SCC(=O)/C(C#N)=C(\C)N)n[nH]c1=O	0.2	-0.8	-1.3	3	-6	3	2.5	-0.2	-1.1	8	-2.2
CCCN(CCC)S(=O)(=O)c1ccc(N2CCCC2=O)c([N+](=O)[O-])c1	0.0	0.9	-0.3	2	-2	1	-1.7	0.4	0.4	-4	-1.4
Cc1cc(C)cc(NC(=O)C2(c3ccccc3)CC2(Cl)Cl)c1 (stereo unspecified)	-1.8	0.3	-1.6	6	-2	8	0.9	-0.4	0.3	-16	-2.0
CCN(CC)CCNC(=S)Nc1ccc2nc3n(c(=O)c2c1)CCCCC3	0.7	0.7	-0.7	-6	-2	-4	2.3	-0.2	-0.7	8	-1.1
O=C(O)c1ccc(NC(CSCc2cccc(F)c2)C(=O)O)c([N+](=O)[O-])c1 (stereo unspecified)	-0.9	3.6	-1.9	-4	8	6	-2.5	-0.4	2.8	-1	-1.8
CC1CN(CN2C(=O)c3ccccc3C2=O)CC(C)O1 (stereo unspecified)	0.2	-0.8	-1.1	0	-2	0	1.5	1.2	1.9	5	-0.1
COc1ccccc1OCC(=O)N1CCNC1=O	-0.1	-0.4	0.1	3	2	-3	-1.3	0.6	-1.8	8	-0.1
O=C(NCCSC1CCCCC1)c1ccccc1	1.8	5.2	0.0	0	4	0	5.2	-0.4	1.5	4	-0.4
Cc1cc(-c2nnc(SCC(=O)Nc3cccc(F)c3)n2N)n[nH]1	-0.1	2.3	-1.1	-4	-2	-5	1.1	0.6	0.9	5	-0.6
CS(=O)(=O)c1ccc(Cl)c(NC(=O)COC(=O)c2cccc(S(=O)(=O)N3CCCC3)c2)c1	-0.3	-3.2	-0.6	-2	-2	-1	0.7	-0.3	-0.9	5	-1.0
CC1CCCCN1CCCNC(=O)c1ccc(NC(=O)C2=CSCCO2)cc1 (stereo unspecified)	0.1	0.1	-0.6	-13	1	1	-0.5	-1.1	1.1	7	-2.1
O=C(NCCOCCNC(=O)OCc1ccccc1)OCc1ccccc1	0.0	-0.8	-1.3	-1	-3	-2	-0.8	2.6	-0.1	5	0.2
CSc1nc(-c2ccccc2)c(C#N)c(=O)n1C	0.0	0.4	0.2	-5	3	-1	0.2	-0.7	-1.8	6	1.7
COC(=O)c1c(NC(=O)c2ccccc2)sc(C(=O)c2ccccc2)c1C	0.7	1.9	-0.2	6	-1	27*	-2.8	0.6	0.7	4	1.1
CN1CCC(N2CCN(C3CN(Cc4cn(Cc5ccc(C(F)(F)F)cc5)nn4)S(=O)(=O)C3)CC2)CC1 (stereo unspecified)	-0.1	1.8	-1.1	1	-3	3	.	.	0.9	5	-0.4
Cc1ccc(-c2c(C(=O)NCC(C)C)oc(=O)c3ccccc23)cc1	-0.2	-2.7	-1.0	0	0	-3	.	.	-1.1	9	.
Cc1cc(C)cc(N(CC(=O)NC2CCCC2)C(=O)CNC(=O)c2ccco2)c1	0.1	0.8	-0.5	-7	-1	3	3.5	1.0	-1.4	-3	-1.9

Bioassay records from PubChem BioAssay.
